# Screens as filed in PubChem BioAssay.
# ADAM17 inh: inhibitors of human ADAM17; 370,000 tested, 0.83% active; recombinant ADAM17, EDANS/DABCYL FRET peptide cleavage; inhibition, % at 6.95 µM; P78536;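 active means inhibition above the mean of compounds lying between control limits plus 3 SD, set per campaign, cut at about 8.5% in these data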;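 further: 0% = DMSO-only wells as the low control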
# Target sequence (P78536 215-824 limits assumed): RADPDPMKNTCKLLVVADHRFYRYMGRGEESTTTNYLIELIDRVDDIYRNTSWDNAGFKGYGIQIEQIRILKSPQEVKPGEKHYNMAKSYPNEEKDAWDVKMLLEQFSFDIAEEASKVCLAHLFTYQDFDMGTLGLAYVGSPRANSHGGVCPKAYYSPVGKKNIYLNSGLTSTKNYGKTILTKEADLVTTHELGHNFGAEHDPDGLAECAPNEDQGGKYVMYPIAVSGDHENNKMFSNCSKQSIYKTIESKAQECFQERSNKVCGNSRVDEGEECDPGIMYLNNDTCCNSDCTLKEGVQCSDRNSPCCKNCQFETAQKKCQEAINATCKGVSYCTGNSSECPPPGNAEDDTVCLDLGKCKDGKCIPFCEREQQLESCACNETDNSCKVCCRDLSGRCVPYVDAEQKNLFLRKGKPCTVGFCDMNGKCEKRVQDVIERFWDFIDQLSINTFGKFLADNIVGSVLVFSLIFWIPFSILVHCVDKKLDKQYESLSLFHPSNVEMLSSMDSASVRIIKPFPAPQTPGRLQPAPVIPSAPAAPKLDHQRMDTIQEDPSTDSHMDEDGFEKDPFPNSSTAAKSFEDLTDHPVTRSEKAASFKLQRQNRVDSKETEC
# DDE Tn6 FP inh: inhibitors of Tn6 peptide binding to human fibrin DD(E) | AID 720509 | 370,000 tested, 0.21% active | inhibition, % at 8.3 µM | P02675 | Fibrin DD(E) TRITC-Tn6 fluorescence polarization displacement;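 active means inhibition above a per-campaign cutoff: mean of compounds within control limits plus 3 SD, cut at about 15% in these data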;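 further: 0% = median of all compound wells on the plate and 100% = blocking peptide control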
# MBD2 DNA inh: blocks human MBD2 binding to methylated DNA | AID 686964 | Q9UBB5 | 370,000 tested, 0.31% active | TR-FRET, MBD2 binding to methylated oligonucleotide | inhibition, % at 4.4 µM; in the data active means inhibition above about 13%
# Target sequence (Q9UBB5 whole entry, looked up): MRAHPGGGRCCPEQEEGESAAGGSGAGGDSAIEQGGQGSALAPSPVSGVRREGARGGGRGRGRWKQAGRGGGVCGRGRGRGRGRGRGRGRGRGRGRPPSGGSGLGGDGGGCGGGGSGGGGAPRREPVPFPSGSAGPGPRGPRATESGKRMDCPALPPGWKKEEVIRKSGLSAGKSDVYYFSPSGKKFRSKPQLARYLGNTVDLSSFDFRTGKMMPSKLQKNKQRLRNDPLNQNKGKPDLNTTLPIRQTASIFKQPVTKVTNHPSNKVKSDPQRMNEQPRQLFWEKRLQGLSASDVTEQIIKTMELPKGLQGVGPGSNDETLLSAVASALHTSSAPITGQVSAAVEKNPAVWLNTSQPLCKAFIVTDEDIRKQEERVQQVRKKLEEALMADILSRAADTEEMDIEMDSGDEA
# UHRF1 MBD2 ctr: human UHRF1 methylated DNA binding inhibitors; Q96T88; UHRF1 binding to methylated oligo, TR-FRET; inhibition, % at 4.4 µM; 370,000 tested, 0.75% active; AID 687016; in the data active means inhibition above about 21%;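 further: UHRF1 SRA domain binding a hemimethylated CpG hairpin DNA probe; 0% = median of test compound wells and 100% = reference inhibitor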
# PLC-beta3 inh: inhibitors of human phospholipase C beta3. Q01970. inhibition, % at 12.2 µM. Purified PLC-beta3, fluorogenic substrate, fluorescence. 370,000 tested, 0.18% active; in the data active means inhibition above about 11%;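 further: 0% = median of compound wells on plate and 100% = full blocker control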
# ARFGAP1 inhibitor: inhibits rat ARF GTPase activating protein 1; 360,000 tested, 0.26% active; Q62848; Arfgap1-stimulated ARF1 GTP hydrolysis, GDP FP detection; inhibition, % at 16.5 µM;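 active means inhibition above a per-plate limit, mean inhibition of low control wells plus 3 SD, cut at about 25% in these data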;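 further: 0% = DMSO wells with enzyme and 100% = wells lacking Arfgap1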
#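 Replicates: Single well per compound | Assay system: Truncated rat Arfgap1 GAP domain | Control set: No-Arfgap1 wells (100%) versus DMSO full-reaction wells (0%) | Times: Enzyme reaction 120 min at 25 °C after 20 min preincubation | Reagent: Human ARF1(Δ1-17)-GTP substrate | Measured by: Tracer-displacement fluorescence polarization with EDTA stop, 620/688 nm | Measure: Percent inhibition of Arfgap1-stimulated GTP hydrolysis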
# ASAP1 GAP inh: blocks human ASAP1-stimulated Arf1 GTP hydrolysis. GDP FP detection. inhibition, % at 16.5 µM. 360,000 tested, 0.19% active; in the data active means inhibition above about 25%;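 further: 0% = vehicle with enzyme and substrate and 100% = no enzyme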
# proKLK7 act: proKLK7 (human) activation, primary screen; purified proKLK7, EDANS-DABCYL substrate fluorescence; 100% is mature enzyme control, 0% vehicle; 370,000 tested, 0.9% active; activation, % at 7 µM; P49862;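 active means activation above the mean of all tested compounds plus 3 SD, computed per campaign excluding outliers beyond control limits, cut at about 13% in these data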
# Tn7 DDE FP: inhibitors of Tn7 peptide binding to human fibrin DD(E) | P02675 | FP displacement of FITC-Tn7 peptide from fibrin DD(E); 0% = median of compound wells per plate | inhibition, % at 8.3 µM | 370,000 tested, 0.13% active | AID 720508;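 active means inhibition above the mean of compounds falling within the control limits plus 3 SD of them, cut at about 14% in these data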;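 further: 0% = plate median of compound wells and 100% = 10 µM Aha-Tn7 peptide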
#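 Test system: human clot-derived fibrin DD(E) complex / Quantity: 2 µM final DD(E) protein / Incubation: 10 min plus 3 h, room temperature / Measured by: fluorescence polarization / Benchmarks: high control of 10 µM Aha-Tn7 peptide / Replicates: singlicate testing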
# PLCg1 inh: PLC-gamma1 (human) inhibition, primary screen; purified PLC-gamma1, fluorogenic substrate, fluorescence; inhibition, % at 12.2 µM; 370,000 tested, 0.84% active; AID 720700; P19174; in the data active means inhibition above about 9.5%
# * = called active by the depositor; i = inactive.
SMILES,ADAM17 inh,DDE Tn6 FP inh,MBD2 DNA inh,UHRF1 MBD2 ctr,PLC-beta3 inh,ARFGAP1 inhibitor,ASAP1 GAP inh,proKLK7 act,Tn7 DDE FP,PLCg1 inh
CCN(CC)S(=O)(=O)c1cc(NC(=O)CNc2c(C)n(C)n(-c3ccccc3)c2=O)ccc1C,-4.9,-7.5,7.6,4.5,1.3,-10.9,-2.6,-0.7,-1.2,0.5
O=C(CSc1n[nH]c(=O)[nH]c1=O)NC1CC1,-2.2,1.3,-7.5,-1.0,-0.5,-4.9,1.0,-0.6,3.4,-2.8
COc1ccc(C2C3=C(CC(C)(C)CC3=O)Oc3ncn(Cc4ccco4)c(=N)c32)cc1 (stereo unspecified),2.8,3.4,7.3,5.5,-19.2,-5.8,-4.7,0.5,2.9,-8.4
C/C(=N\NS(=O)(=O)c1ccccc1)c1ccc2c(c1)OCO2,-3.3,-6.6,0.9,0.4,-0.1,18.9,-6.6,0.0,-0.2,0.3
C=CCCCCCCCCc1nc(=S)[nH][nH]1,3.9,11.8,-0.8,-2.6,-4.0,6.3,4.8,0.2,2.5,-2.7
COc1ccccc1C(=O)N/C(=C/c1ccccc1)C(=O)NC(CCSC)C(=O)O (stereo unspecified),0.1,7.7,2.6,-1.0,1.2,-8.2,-1.5,0.5,-0.7,-0.4
CCCCNS(=O)(=O)c1ccc(S(=O)(=O)n2cnc3ccccc32)cc1,2.5,-1.2,5.8,20.7*,1.0,-8.7,-3.1,0.0,-7.2,2.8
CCOC(=O)Cc1[nH]nc2c1C(c1ccoc1)C(C#N)=C(N)O2 (stereo unspecified),-4.1,5.7,-2.6,-9.5,-8.9,4.2,-7.2,0.1,1.8,-5.1
Cc1ccc(CSc2nc3c(c(SCC(=O)O)n2)CCCC3)cc1,8.0,-8.3,-2.4,3.7,-9.4,3.9,1.3,-0.2,-2.1,-2.6
CN1C(=O)NC(c2ccc([N+](=O)[O-])cc2)C2=C1CC(C)(C)CC2=O (stereo unspecified),-0.6,-6.5,1.0,-2.0,-1.1,-3.0,-14.5,0.1,-5.6,-0.1
O=C(CN1C(=O)/C(=C\c2ccccc2Cl)Oc2ccccc21)NCc1cccnc1,-69.4,4.0,1.9,0.2,i,1.9,9.8,-82.3,-6.3,i
COC(=O)[C@]12CCCCC=C1N(CCc1ccc(OC)c(OC)c1)C(=O)[C@H](CC(=O)NCc1cccs1)C2,1.0,0.3,-2.0,1.6,4.8,8.4,5.3,1.0,1.8,1.8
O=C(Nc1ccc(C(=O)O)cc1)/C(=C\c1ccccc1)NC(=O)c1ccc(Br)cc1,0.4,-5.5,-1.3,4.0,-3.8,2.5,6.2,-0.3,1.2,2.0
CN(C)CCCN1c2ccc3ccccc3c2Sc2cccc(Cl)c21,-3.1,-1.3,1.7,1.4,-309.9,9.2,-15.8,-2.8,0.7,-257.0
O=C(COc1ccc(C2SCCS2)cc1)NNC(=O)C(Cl)Cl,-2.1,0.4,0.0,3.7,1.3,-9.8,4.8,0.1,-3.7,0.8
COCCNC(=O)C(c1ccc(F)cc1)N(CC1CCCO1)C(=O)CCC(=O)Nc1ccccn1 (stereo unspecified),-5.8,1.7,3.2,3.7,-1.4,5.8,5.2,0.9,0.1,-2.2
CCCCC1(c2ccc(F)cc2)NC(=O)N(CC(=O)N2CCN(C(=O)c3ccco3)CC2)C1=O (stereo unspecified),2.4,-11.9,-2.8,2.0,-4.0,-5.0,4.0,-0.2,-6.7,3.0
O=C(OCC(=O)N1CCN(c2ccccc2)CC1)c1ccccc1NCCO,i,-4.1,2.9,10.2,i,10.8,-0.1,8.1,-6.2,i
NC(=O)N/N=C/CCc1ccccc1,-3.8,-3.3,4.6,-0.8,-8.9,-8.2,8.4,0.2,6.4,1.0
Cc1ccc(C(=O)N/C(=C\c2ccco2)C(=O)NC2CCS(=O)(=O)C2)cc1 (stereo unspecified),-4.6,5.3,10.4,-0.3,-21.7,-9.4,-3.0,0.0,-1.4,-12.7

# Reformatted with two lines to a compound: entries from further up
# Values run as follows: ADAM17 inh	DDE Tn6 FP inh	MBD2 DNA inh	UHRF1 MBD2 ctr	PLC-beta3 inh	ARFGAP1 inhibitor	ASAP1 GAP inh	proKLK7 act	Tn7 DDE FP	PLCg1 inh
COc1ccc(C2C3=C(CC(C)(C)CC3=O)Oc3ncn(Cc4ccco4)c(=N)c32)cc1 (stereo unspecified)
→ 2.8	3.4	7.3	5.5	-19.2	-5.8	-4.7	0.5	2.9	-8.4
C/C(=N\NS(=O)(=O)c1ccccc1)c1ccc2c(c1)OCO2
→ -3.3	-6.6	0.9	0.4	-0.1	18.9	-6.6	0.0	-0.2	0.3
C=CCCCCCCCCc1nc(=S)[nH][nH]1
→ 3.9	11.8	-0.8	-2.6	-4.0	6.3	4.8	0.2	2.5	-2.7
COc1ccccc1C(=O)N/C(=C/c1ccccc1)C(=O)NC(CCSC)C(=O)O (stereo unspecified)
→ 0.1	7.7	2.6	-1.0	1.2	-8.2	-1.5	0.5	-0.7	-0.4

# The results go on:
SMILES,ADAM17 inh,DDE Tn6 FP inh,MBD2 DNA inh,UHRF1 MBD2 ctr,PLC-beta3 inh,ARFGAP1 inhibitor,ASAP1 GAP inh,proKLK7 act,Tn7 DDE FP,PLCg1 inh
CCOC(=O)N1CCN(C(=O)C2CCCN(S(=O)(=O)c3ccccc3)C2)CC1 (stereo unspecified),-4.9,-5.3,9.9,16.5,1.9,9.1,-17.6,0.6,0.7,-0.6
CC1(C)Cc2ccccc2-c2nc3ccccc3c(=O)n21,-7.9,-1.9,2.4,-1.9,-1.4,5.5,-7.3,0.1,-1.2,-1.2
O=C(COC(=O)CNC(=O)c1ccccc1Cl)NC1CC1,1.5,-6.7,-6.1,2.2,-2.3,0.9,-9.0,0.2,-6.9,0.6
CCOc1ncccc1C(=O)OCc1cccc([N+](=O)[O-])c1,-3.5,-4.0,-0.8,-1.2,-8.3,8.7,-6.0,0.4,2.1,-1.8
CCOC(=O)C1=C(O)/C(=C/c2ccccn2)SC1=Nc1ccc(Cl)cc1,2.6,1.9,-0.9,-2.5,-4.8,0.5,-0.2,0.5,-3.6,-1.0
CCCCCCCCCc1conc1C(=O)/C=C/c1oc2c(c1C)CCC(C)C2 (stereo unspecified),2.0,-6.1,1.0,1.6,-2.8,-2.3,-0.4,1.2,-1.2,1.0
CC1=C(C(=O)Nc2ccc(C)cc2C)C(c2ccc([N+](=O)[O-])cc2)n2ncnc2N1 (stereo unspecified),-5.1,7.4,-0.1,3.0,0.6,6.8,18.7,1.1,-3.5,0.9
CCOc1ccc(N/C(=N/c2nc(C)cc(C)n2)NC(=O)CC)cc1,1.1,4.7,2.0,4.2,-2.0,-6.0,-3.7,0.4,-4.6,2.9
CC1CCCCC1NS(=O)(=O)c1ccc(S(=O)(=O)N2CCCC2)cc1 (stereo unspecified),-1.7,2.6,1.6,5.7,0.7,4.9,-4.4,0.5,-0.7,1.0
Cc1ccccc1C(=O)Nc1nc(SCc2ccc(Cl)cc2)n[nH]1,-1.2,-2.1,0.5,3.9,-1.4,-8.7,0.1,-0.2,-4.7,5.5
COc1ccccc1OCC(O)CN1C(=O)NC(C)(C)C1=O (stereo unspecified),-1.0,-13.0,0.3,4.5,-4.2,11.8,6.8,0.2,-0.5,8.3
CC(=O)Nc1ccc(SCC(=O)c2cc(C)n(CC(F)(F)F)c2C)cc1,0.0,0.8,-4.6,0.0,2.7,-1.8,-2.8,0.1,-0.1,4.3
N#Cc1ccc(-c2csc(NC(=O)/C=C/c3cccs3)n2)cc1,1.2,-2.3,5.0,1.7,-47.2,10.0,5.5,-0.2,4.2,-41.4
CCCS(=O)(=O)N1CCN(c2ccccn2)CC1,-9.7,-6.8,4.4,-0.3,-3.7,-1.1,-3.4,0.3,6.0,-3.3
CCN1C(=O)[C@H]2[C@H]3CN=C(SC)N3[C@@](Cc3ccccc3)(C(=O)OC)[C@H]2C1=O,-2.3,3.8,3.3,15.2,1.2,7.1,-3.3,0.0,4.2,-0.3
Cc1nn(C)c(C(=O)Nc2ccn(C34CC5CC(CC(C5)C3)C4)n2)c1[N+](=O)[O-],-1.0,-0.9,2.5,2.3,2.3,3.2,1.9,-0.3,4.2,-0.5
Cc1ccccc1N1CCN(C2CCCN(C(=O)c3cc(C(C)C)[nH]n3)C2)CC1 (stereo unspecified),-3.6,-7.9,3.8,6.5,-7.5,10.3,16.9,-0.2,-2.5,9.0
O=C(NCCCOc1cccc(CN2CCCCC2)c1)c1ccc(Cl)c(Cl)c1,2.1,-0.8,-3.7,-2.2,2.3,-1.6,-3.3,-0.2,3.0,3.3
CN1CCN(C(=O)c2ccccc2-c2nc(-c3ccc(Cl)cc3)no2)CC1,-1.8,-11.8,-3.5,-0.1,-0.8,-12.7,-6.2,0.2,4.2,0.1
CCOC(=O)COc1ncn(-c2ccccc2)n1,-3.1,0.9,-4.9,2.1,3.1,-6.6,-4.7,0.1,4.9,-1.9
Cc1nc2c(Br)cc(Br)cc2cc1O,6.0,0.4,-2.3,-1.2,1.3,6.9,12.3,-0.4,-4.3,6.3
Cc1cc(Br)cc(/C=N/NC(=O)c2ccc3c(c2)OCO3)c1O,-5.1,-5.6,5.1,0.2,-41.1,12.7,-10.6,-8.4,-4.6,-26.2
CN(C1CCCCC1)S(=O)(=O)c1ccc(SCC(N)=O)nc1,-2.0,-4.5,5.0,1.1,-1.6,-8.3,0.2,-0.4,3.2,0.9
CCCC(=O)n1nc(-c2ccccc2)nc1SC,-3.0,0.9,2.5,-1.2,-1.7,-5.1,-8.1,-1.3,6.7,-3.4
O=C(NCCCN1CCOCC1)c1ccc(Br)cc1Br,-1.2,-4.8,0.6,3.2,-2.2,4.1,18.8,-0.3,-4.4,-2.4
Cc1cc(C)cc(N(CC(=O)NC2CCC(C)CC2)S(=O)(=O)c2c(C)noc2C)c1 (stereo unspecified),-0.9,-7.5,0.8,5.9,-47.9,4.4,12.1,0.0,0.5,2.4
CCN(C(=O)COC(=O)c1ccc(O)cc1)c1cccc2ccccc12,1.1,7.7,3.0,1.4,-2.9,4.2,-4.7,0.2,0.3,1.3
COc1ccc(C/C(C)=N/NC(=O)c2ccc(C)cc2C)cc1,2.0,1.8,-1.8,-0.7,5.0,-0.5,19.3,0.0,-0.8,0.1
CCCC(NC(=O)c1c(C)noc1C)C12CC3CC(CC(C3)C1)C2 (stereo unspecified),0.7,-2.1,-4.6,0.5,-2.8,16.0,3.5,-0.9,-2.2,5.1
NS(=O)(=O)c1ccc(NC(=O)COC(=O)c2cc(Cl)ccc2[N+](=O)[O-])cc1,1.4,6.6,-7.2,-1.8,-3.9,7.4,6.7,0.7,-1.6,3.2
O=C(O)CSc1nc2ccccc2n1Cc1ccccc1,0.6,-2.0,-10.2,0.5,-5.5,4.4,-3.8,0.2,0.6,-1.0
Cc1oc(-c2ccccc2Cl)nc1CS(=O)CC(=O)NCCc1ccccc1 (stereo unspecified),-4.5,0.3,0.9,-0.2,-6.7,-4.2,0.3,0.5,-1.0,-3.1
O=C(Cn1cccc(C(F)(F)F)c1=O)c1ccc(Cl)cc1,-0.6,8.5,1.6,1.7,-2.8,-2.8,8.2,0.6,-2.0,2.1
